Screening results: PubChem BioAssay, National Center for Advancing Translational Sciences (NCATS)
HT1080 IDH1KD tx – kills HT-1080 cells with IDH1 knockdown. AID 686971. actives 2% (n = 360,000). Potency, µM (series often up to 46.1 µM), for inactives: top-dose activity, negative = toxicity, hits mostly cytotoxic. HT-1080 IDH1 knockdown viability, ATP luminescence, 48 h;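 also: potency is read from the fitted curve at half-maximal effect; 0% = DMSO wells and -100% = cell-free medium wells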
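After a 2 h attachment period, IDH1KD HT-1080 cells took pin-transferred compound for 48 h at 37 °C; ATP-based luminescence after 10 min room-temperature reagent incubation reported viability.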
MCF10A rereplic – inducers of DNA re-replication in MCF 10A breast cells; MCF 10A DNA re-replication, Hoechst nuclear intensity, 48 h; AID 624296; actives 2.9% (n = 350,000); Potency, µM (series often up to 46.1 µM), for the others: at the top dose activity, positive = re-replication, actives largely listed as activators; also: potency is read from the fitted curve at half-maximal effect; % of control where 0% means no effect; nearly all actives have a fitted effect of over 50% in size
ATXN2 expr inh – inhibitors of ATXN2 expression; HEK-293 ATXN2-luciferase reporter, luminescence, 24 h; Potency, µM (series often up to 57 µM), for the others: at the top dose activity change, negative = inhibition, usual class: inhibitors; actives 0.72% (n = 360,000); AID 1745845; also: potency is read from the fitted curve at half-maximal effect; % is scaled to controls: 0 for no effect and ±100 for the full control effect; nearly all actives have a fitted effect of over 55% in size
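ATXN2-luciferase reporter cells (luciferase flanked by upstream and downstream ATXN2 gene portions) were treated 24 h at 37 °C with compounds at up to 57 uM. SteadyGlo luminescence gave expression; GF-AFC fluorescence gave viability.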
HT1080-NT tox – kills 2HG-producing HT-1080-NT fibrosarcoma cells; actives 1.6% (n = 360,000); HT-1080-NT fibrosarcoma viability, CellTiter-Glo ATP luminescence, 48 h; Potency, µM (top dose mostly 46.1 µM), for inactives: top-dose activity, negative = less viability, hits mostly cytotoxic;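 also: NT is the 2HG producing partner of a matched IDH1 knockdown line; potency is read from the fitted curve at half-maximal effect; 0% = DMSO-treated cells and -100% = media-only wells without cells; nearly all actives have a fitted effect of over 55% in size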
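Compounds were tested in concentration-response format on HT-1080-NT cells for 48 hours at 37 degrees C. Cell viability came from CellTiter-Glo luminescence; curves were classified by r2, response magnitude and activity.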
SW480 rereplic – induces DNA re-replication in SW480 colon adenocarcinoma cells | SW480 DNA re-replication, Hoechst DNA content imaging, 48 h | Potency, µM (series often up to 46.1 µM), for the others: at the top dose re-replication activation, most hits filed as activators | actives 1.8% (n = 340,000) | AID 624297; also: potency is read from the fitted curve at half-maximal effect; % of control where 0% means no effect; nearly all actives have a fitted effect of over 55% in size
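First, 250 cells per well were seeded. Next, compound or vehicle (23 nL) was pinned in, plates sat 48 hr at 37 C. Finally Hoechst was added for 40 min before fluorescence scanning.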
KB-3-1 cytotox – kills parental KB-3-1 adenocarcinoma cells; KB-3-1 viability, CellTiter-Glo ATP luminescence, 72 h; Potency, µM (top dose mostly 46.1 µM), for inactives: top-dose activity change, negative = cytotoxic, hits mostly cytotoxic; actives 1.4% (n = 400,000); also: potency is read from the fitted curve at half-maximal effect; % is scaled to controls: 0 for no effect and ±100 for the full control effect; nearly all actives have a fitted effect of over 60% in size
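72 h, 37 °C compound treatment of KB-3-1 parental cells; CellTiter-Glo added, 10 min, luminescence read. Data corrected against DMSO-only plates and normalized before curve fitting.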
IL-1B inflam inh – inflammasome signaling inhibition, IL-1 beta readout | THP-1 LPS/ATP IL-1B secretion, AlphaLISA, 16 h; hits give low values | actives 4.7% (n = 360,000) | activity change, % at 57.5 µM | AID 743279; in the data active = activity change below about -50%; inconclusive = mostly about -30% to -49%; also: % is scaled to controls: 0 for no effect and ±100 for the full control effect
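THP-1 cells pretreated 1 hr with compounds (up to 57.5 uM final), then stimulated with LPS (250 ng/mL final) plus ATP (1.25 mM final); secreted IL-1B measured by AlphaLISA after 16 hr, decreased signal indicating inhibition.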
WRN helicase inh – blocks human WRN helicase. Q14191. WRN helicase unwinding, fluorescent forked duplex, kinetic. Potency, µM (highest dose often 114 µM), for the others: top-dose activity change, negative = inhibition, actives largely listed as inhibitors. actives 0.46% (n = 360,000). AID 651768; also: potency is read from the fitted curve at half-maximal effect; % is scaled to controls: 0 for no effect and ±100 for the full control effect; nearly all actives have a fitted effect of over 55% in size
Target sequence (Q14191 whole entry, looked up): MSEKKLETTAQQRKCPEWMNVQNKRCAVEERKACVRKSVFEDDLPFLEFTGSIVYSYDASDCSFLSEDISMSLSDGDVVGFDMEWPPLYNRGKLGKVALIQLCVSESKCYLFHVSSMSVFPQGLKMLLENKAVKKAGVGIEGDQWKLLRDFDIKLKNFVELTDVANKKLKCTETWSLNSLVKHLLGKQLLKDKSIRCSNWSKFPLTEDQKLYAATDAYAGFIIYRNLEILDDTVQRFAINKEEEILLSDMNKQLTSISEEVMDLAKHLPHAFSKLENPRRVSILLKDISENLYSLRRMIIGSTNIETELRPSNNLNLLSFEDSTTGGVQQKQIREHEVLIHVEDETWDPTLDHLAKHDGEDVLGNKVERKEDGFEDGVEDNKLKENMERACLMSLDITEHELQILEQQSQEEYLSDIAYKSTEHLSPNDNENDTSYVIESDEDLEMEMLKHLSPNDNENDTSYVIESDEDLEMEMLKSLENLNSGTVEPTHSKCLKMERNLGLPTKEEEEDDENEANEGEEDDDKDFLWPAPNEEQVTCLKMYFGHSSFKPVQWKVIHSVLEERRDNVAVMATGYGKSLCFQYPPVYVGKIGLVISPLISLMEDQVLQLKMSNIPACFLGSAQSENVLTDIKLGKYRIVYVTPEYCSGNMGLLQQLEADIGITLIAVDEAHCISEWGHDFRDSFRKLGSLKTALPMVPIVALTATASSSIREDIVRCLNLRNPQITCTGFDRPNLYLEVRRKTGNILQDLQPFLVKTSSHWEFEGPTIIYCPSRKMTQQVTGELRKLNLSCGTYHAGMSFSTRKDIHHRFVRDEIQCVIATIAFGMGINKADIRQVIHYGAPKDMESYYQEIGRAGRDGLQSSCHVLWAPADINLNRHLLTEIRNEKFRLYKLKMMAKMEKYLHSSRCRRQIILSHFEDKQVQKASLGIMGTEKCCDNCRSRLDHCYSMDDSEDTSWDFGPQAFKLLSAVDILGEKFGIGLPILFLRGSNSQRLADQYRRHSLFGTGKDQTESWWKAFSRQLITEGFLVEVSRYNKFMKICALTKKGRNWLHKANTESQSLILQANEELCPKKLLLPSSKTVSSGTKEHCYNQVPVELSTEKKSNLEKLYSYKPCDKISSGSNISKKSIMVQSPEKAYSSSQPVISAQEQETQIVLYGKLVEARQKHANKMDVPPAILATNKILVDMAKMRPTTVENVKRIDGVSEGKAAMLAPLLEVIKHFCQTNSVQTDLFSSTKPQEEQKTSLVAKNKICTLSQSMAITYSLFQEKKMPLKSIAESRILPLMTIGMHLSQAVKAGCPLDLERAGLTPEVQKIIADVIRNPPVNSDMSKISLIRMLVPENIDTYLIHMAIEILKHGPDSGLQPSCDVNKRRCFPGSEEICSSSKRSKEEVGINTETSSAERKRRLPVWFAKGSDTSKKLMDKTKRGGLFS
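Screening of the MLSMR collection measured strand separation of a quenched forked DNA duplex (100 nM) by 20 nM WRN with 2 mM ATP, all final. Compounds were preincubated with enzyme 15 min at room temperature.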
KB-V1 cytotox – KB-V1 MDR subline cytotoxicity; KB-V1 MDR cells viability, CellTiter-Glo, 72 h; Potency, µM (top dose mostly 46.1 µM), inactives show at the top dose activity change, negative = cytotoxicity, actives largely listed as cytotoxic; actives 3.4% (n = 400,000); AID 1347076; also: potency is read from the fitted curve at half-maximal effect; % is scaled to controls: 0 for no effect and ±100 for the full control effect; nearly all actives have a fitted effect of over 60% in size
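Drug-selected KB-V1 cells, grown in DMEM lacking phenol red with 10% FBS, receive compound titrations; after three days at 37 degrees C, surviving cell ATP is quantified by CellTiter-Glo luminescence and responses normalized and curve-fitted.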
An asterisk follows results filed as active; ? = inconclusive; . = no result given; & = joins results of further samples; [ ] = remark or other dose. Unless noted, calls follow the shape of the dose curve; as a rule, active = well fitted curve in the direction sought with a large enough effect; inconclusive = small, poorly fitted or top-dose-only effect, or another doubt; inactive = no such curve, though single readings can be large; an effect the other way counts as inactive or inconclusive. Rows are unselected. About 12% of those tested had a hit in this group.

SMILES	HT1080 IDH1KD tx	MCF10A rereplic	ATXN2 expr inh	HT1080-NT tox	SW480 rereplic	KB-3-1 cytotox	IL-1B inflam inh	WRN helicase inh	KB-V1 cytotox
CCN(CC(=O)Nc1ccccc1OC)C(=O)COc1ccc2ccccc2c1	13%	1%	3%	5%	-14%	0%	4	-10%	15µM*
O=C(O)CN1C(=O)NC2NC(=O)NC21 (configuration not stated)	3%	-1%	3%	14%	-8%	4%	-12	6%	16%
CCOP(=O)(OCC)C(NC(=O)Nc1ccc(Cl)cc1)C(N)=O (configuration not stated)	11%	?	1%	3%	-8%	-8%	22	0%	-4%
CNC(=O)C[C@H]1C(=O)N(Cc2ccccc2)C[C@@H]1Cc1ccccc1	12%	.	9%	7%	.	-6%	23	5%	0%
Cc1nnc(SCC(=O)N(C(C)C)C(C)C)nc1C	-1%	-3%	5%	2%	0%[9.22 µM]	12%	32	11%	2%
CC(=O)N1N=C(c2ccco2)CC1c1ccc(Br)cc1 (configuration not stated)	1%	2%	26%	29%	0%	5%	-12	-2%	23%
CC(=O)c1cccc(N=Cc2c(O)ccc3ccccc23)c1	?	-4%	-9%	?	-1%	0%	32	-26%	0%
COC(=O)Nc1c(-c2ccccc2)nc2ccc(C)cn12	10%	-10%	2%	14%	1%	4%	-3	-2%	13%
C[C@@H]1CN([C@@H](C)CO)C(=O)c2cc(NC(=O)CCN3CCOCC3)ccc2O[C@@H]1CN(C)C(=O)Nc1ccccc1	1%	-6%	0%	9%	-27%	0%	22	-2%	-7%
COC(=O)c1ccc(C(NC(=O)c2cccnc2)NC(=O)c2cccnc2)cc1	12%	2%	11%	-7%	-5%	14%	35	0%	?
COc1ccc(/C(C)=N/Nc2nccnc2Cl)cc1	?	1%	-28%	-28%	?	12%	-52*	0%	-3%
CCN(CC)CCNC(=O)C1c2ccccc2C(=O)N(CCOC)C1c1ccc(F)cc1 (configuration not stated)	-5%	3%	-5%	-2%	-4%	-4%	-12	8%	4%
Cc1ccc2c(c1)N(C)/C(=C/c1cccc[n+]1C)S2	10µM*	?	?	21µM*	?	0.92µM*	-88*	1%[11.6 µM]	-28%
O=C(N/N=C/c1cccnc1)c1sc2ccccc2c1Cl	0%	-2%	-14%	0%	?	2%	?	4%	2%
O=C1c2cccc3cccc(c23)C(=O)N1CCCSc1ncn[nH]1	3%	-4%	0%	12%	-3%	0%	-7	-7%	-5%
Cc1ccc(NC(=O)N/C=C/c2ccc(Cl)cc2)cc1	21%	6%	-19%	11%	-3%	0%	2	10%	?
CCCCn1c(NC(=O)c2ccco2)c(S(=O)(=O)c2ccc(C)cc2)c2nc3ccccc3nc21	-18%	8.2µM*	2%	?	?	-24%	0	?	?
CCCC1=C(C(=O)OCC)C(c2cccs2)n2ncnc2N1 (configuration not stated)	0%	4%	.	17%	-13%	4%	6	-10%	?
O/N=C1\CCCc2ccc(Cl)cc21	4%	3%	.	3%	0%	-1%	22	7%	?
C[C@H](CO)N1C[C@H](C)[C@@H](CN(C)C(=O)Nc2ccc3c(c2)OCO3)Oc2ccc(NC(=O)Nc3ccc4c(c3)OCO4)cc2C1=O	6%	9%	2%	4%	-15%[9.22 µM]	5%	-9	-10%	-17%

In the list so far, two have an aryl methoxy group:
SMILES	HT1080 IDH1KD tx	MCF10A rereplic	ATXN2 expr inh	HT1080-NT tox	SW480 rereplic	KB-3-1 cytotox	IL-1B inflam inh	WRN helicase inh	KB-V1 cytotox
CCN(CC(=O)Nc1ccccc1OC)C(=O)COc1ccc2ccccc2c1	13%	1%	3%	5%	-14%	0%	4	-10%	15µM*
COc1ccc(/C(C)=N/Nc2nccnc2Cl)cc1	?	1%	-28%	-28%	?	12%	-52*	0%	-3%

Additional structures:
SMILES	HT1080 IDH1KD tx	MCF10A rereplic	ATXN2 expr inh	HT1080-NT tox	SW480 rereplic	KB-3-1 cytotox	IL-1B inflam inh	WRN helicase inh	KB-V1 cytotox
Cc1cc(/C=N/NC(=O)c2ccc(CN3CCOCC3)cc2)c(C)n1-c1ccccc1	-7%	25%	5%	7%	4%	-5%	10	-2%	16µM*
CNCCNC[C@H](Cc1cccc2ccccc12)NCCc1ccccc1	-21%	-4%	-22%	-17%	-9%	-2%	?	-5%	22%
Cn1c(N)c(C(=O)COC(=O)CSc2ccc(Cl)cc2)c(=O)n(C)c1=O	5%	2%	7%	7%	-5%	8%	14	-9%	7%
Cc1ccc(NC(=O)CCc2c(C)[nH]c(=O)c(C#N)c2C)cc1	5%	-1%	-1%	2%	-48%[inhibitor]	12%	26	-8%	11%
COc1cc(OC)cc(-c2nc(-c3cccs3)no2)c1	10%	0%	23%	22%	-26%	9%	3	-1%	-10%
CC(=O)Nc1ccc(S(=O)(=O)NCCC(=O)OCc2nnc(-c3ccccc3)o2)cc1	-6%	1%	6%	-2%	2%	15%	3	-1%	16%
O=S(=O)(CC(O)CS(=O)(=O)c1ccc(Cl)cc1)c1ccccc1 (configuration not stated)	2%	0%	-25%	4%	-26%	8%	13	-4%	-8%
O=S1(=O)CC(N2CCN(CCO)CC2)CN1Cc1cn(Cc2ccccc2)nn1 (configuration not stated)	29%	.	0%	24%	.	9%	56	6%	2%
Cc1ccc(C)c(N2C(=O)CN=C2Nc2ccccc2Cl)c1	0%	14%	7%	-1%	0%	2%	18	-14%	5%
COc1ccc(N2C(=O)c3ccc(NC(C)=O)cc3C2=O)cc1	2%	?	5%	-2%	-6%	1%	3	-1%	6%
Cc1cccc(C(=O)NC2CCN(S(=O)(=O)c3ccc(F)cc3)CC2)c1	15%	7%	0%	13%	3%	24%	?	2%	0%
CC(C)(C)NC(=O)Cn1c(Cl)nc2ccccc21	0%	0%	.	1%	1%	-1%	27	9%	-10%
Cc1ccc(NC(=O)C2C3CCCCC32)cc1[N+](=O)[O-] (configuration not stated)	-3%	0%	49%[activator]	0%	7%	-5%	7	6%	-6%
Cc1ccc(C)c(NC(=O)C(=O)NCCCN2CCOCC2)c1	-11%	5%	-4%&-1%	-18%	-4%	4%&4%	38	-4%	-2%&8%
COC(=O)C1C2CC3c4[nH]c5cc(OC)ccc5c4CCN3CC2CC(OC(=O)CC(C)=O)C1OC (configuration not stated)	?	?	-9%	-13%	?	-9%	24	-12%	-31%
COc1cc(NC(=O)c2cccs2)c(OC)cc1NC(=O)Cc1ccccc1	-17%	19%	-10%	-19%	-1%	4%	-54*	-11%	?
CC12C(=O)N(Cc3ccco3)C(=O)C1C1c3ccccc3C2c2ccccc21 (configuration not stated)	-20%	21%	-12%	-19%	6%	10%	-5	-5%	?
Cc1ccccc1NC(=O)CSc1nc(N)c(C#N)c(-c2cccs2)c1C#N	1%[9.24 µM]	13%	-37%	-27%	10%	0%	-6	-1%	-25%
COc1cc(C(=O)Nc2cc(C(F)(F)F)ccc2N2CCOCC2)ccc1O	15%	0%	6%	12%	-694%[inhibitor]	10%	-2	-6%	12%
CCCCN(CC)C(=O)C1CCCN(S(=O)(=O)c2cccc3nsnc23)C1 (configuration not stated)	-2%	5%	-26%	-6%	-4%	-14%	1	-6%	?
COc1cc(Br)cc2cc(C(=O)NCC3CCCO3)c(=O)oc12 (configuration not stated)	1%	3%	1%	3%	-4%	10%	14	0%	4%
O=C(Cn1nnc2ccccc21)OCC(=O)c1ccc(F)cc1	5%	-28%	6%	4%	0%	0%	.	1%	2%

4 entries from above, with values under each structure.
Every second line gives: HT1080 IDH1KD tx, MCF10A rereplic, ATXN2 expr inh, HT1080-NT tox, SW480 rereplic, KB-3-1 cytotox, IL-1B inflam inh, WRN helicase inh, KB-V1 cytotox
Cc1cccc(C(=O)NC2CCN(S(=O)(=O)c3ccc(F)cc3)CC2)c1
 : 15%, 7%, 0%, 13%, 3%, 24%, ?, 2%, 0%
CNC(=O)C[C@H]1C(=O)N(Cc2ccccc2)C[C@@H]1Cc1ccccc1
 : 12%, ., 9%, 7%, ., -6%, 23, 5%, 0%
COc1cc(C(=O)Nc2cc(C(F)(F)F)ccc2N2CCOCC2)ccc1O
 : 15%, 0%, 6%, 12%, -694%[inhibitor], 10%, -2, -6%, 12%
Cc1nnc(SCC(=O)N(C(C)C)C(C)C)nc1C
 : -1%, -3%, 5%, 2%, 0%[9.22 µM], 12%, 32, 11%, 2%

Two successive records from above, quoted:
SMILES	HT1080 IDH1KD tx	MCF10A rereplic	ATXN2 expr inh	HT1080-NT tox	SW480 rereplic	KB-3-1 cytotox	IL-1B inflam inh	WRN helicase inh	KB-V1 cytotox
CC(C)(C)NC(=O)Cn1c(Cl)nc2ccccc21	0%	0%	.	1%	1%	-1%	27	9%	-10%
Cc1ccc(NC(=O)C2C3CCCCC32)cc1[N+](=O)[O-] (configuration not stated)	-3%	0%	49%[activator]	0%	7%	-5%	7	6%	-6%
